SUMO1 PPI mod = SUMO1-SIM interaction modulation. P63165. SUMO1 binding to a labelled peptide, TR-FRET, 1 h. inhibition, % at 20 µM. 360,000 tested, 0.33% active; in the data active = inhibition above about 37%
DNMT1 block = inhibitors of human DNMT1; inhibition (reported as % activation of signal), % at 10 µM; AID 588458; P26358; 360,000 tested, 0.83% active; DNMT1 molecular beacon, Hinp1I cleavage, fluorescence; in the data active = inhibition above about 50%
Scp1 inh = blocks human Scp-1 phosphatase activity; Q9GZU7; Recombinant Scp1, phosphopeptide, malachite green phosphate absorbance; inhibition, % at 20 µM; 340,000 tested, 0.88% active; AID 493091;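 active = inhibition above about 50% at 20 µM, limit read from the data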;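 also: plate controls were DMSO wells with enzyme for no effect and wells lacking enzyme for full effect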
Target sequence (Q9GZU7 76-261 limits assumed): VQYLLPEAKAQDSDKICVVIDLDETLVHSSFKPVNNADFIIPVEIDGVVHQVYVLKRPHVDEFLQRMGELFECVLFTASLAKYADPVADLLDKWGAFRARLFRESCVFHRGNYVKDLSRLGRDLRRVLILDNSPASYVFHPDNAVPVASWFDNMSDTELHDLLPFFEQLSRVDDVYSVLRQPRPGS
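Test system: SCP-1 catalytic domain; Buffer or medium: Acidic Tris acetate buffer with magnesium and detergent; Also added: Phosphorylated 17-residue peptide substrate; Compound: single 20 µM dose, 1% DMSO; Schedule: enzyme reaction 45 min at room temperature, colour 5 min, stabilisation 30 min; Signal: Phosphate-binding colour reagent, absorbance read at 630 nm.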
Tb MetRS inh = blocks T. brucei methionyl-tRNA synthetase activity | purified T. brucei MetRS, ATP depletion, Kinase-Glo luminescence | inhibition, % at 11.9 µM | 360,000 tested, 0.4% active;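 active = inhibition above a per-plate cutoff of the control wells' mean inhibition plus 3 SD, cut at about 5.5% in these data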;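 also: 0% = DMSO wells median and 100% = median of wells with control inhibitor compound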
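Assay system: T. brucei methionyl-tRNA synthetase, purified | Medium: HEPES buffer with MgCl2, KCl, DTT, spermine, BSA, pyrophosphatase | Compound: 11.9 µM single point | Incubation: 15 min enzyme-compound preincubation, 2 h reaction, 10 min detection, 25 °C | Measured by: Kinase-Glo luciferase luminescence reporting remaining unconsumed ATP | Measure: % inhibition normalized to control-well medians | Replication: Singlicate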
LMPTP block = blocks human LMPTP phosphatase | P24666 | recombinant LMPTP-A, OMFP fluorogenic substrate, fluorescence intensity | inhibition, % at 20 µM | 360,000 tested, 0.22% active | AID 651560;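 active = compounds that cut the enzyme signal by at least half of the control window in the single-dose screen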;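 also: plate controls were DMSO wells with enzyme plus substrate for no effect and substrate without enzyme for full effect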
Target sequence (P24666 whole entry, looked up): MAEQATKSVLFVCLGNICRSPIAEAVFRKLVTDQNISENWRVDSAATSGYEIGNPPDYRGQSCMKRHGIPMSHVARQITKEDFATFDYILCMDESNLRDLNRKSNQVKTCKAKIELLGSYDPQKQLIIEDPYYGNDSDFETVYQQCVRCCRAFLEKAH
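Test system: LMPTP-A phosphatase enzyme. Amount: LMPTP-A at 0.625 nM final in the reaction. Reagent: OMFP substrate, 400 µM final. Times: 50 min at room temperature. Signal: endpoint fluorescence intensity from OMFP dephosphorylation. Read-out basis: % inhibition. Benchmarks: no-enzyme and uninhibited controls.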
STEP block = inhibitors of human striatal-enriched phosphatase STEP | P54829 | 360,000 tested, 0.25% active | inhibition, % at 20 µM | recombinant STEP, OMFP fluorogenic substrate, fluorescence;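 active = inhibition at 20 µM, scaled per plate between control wells, above about 37%, limit read from the data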;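 also: 0% = DMSO with enzyme and substrate and 100% = substrate only without enzyme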
Target sequence (P54829 whole entry, looked up): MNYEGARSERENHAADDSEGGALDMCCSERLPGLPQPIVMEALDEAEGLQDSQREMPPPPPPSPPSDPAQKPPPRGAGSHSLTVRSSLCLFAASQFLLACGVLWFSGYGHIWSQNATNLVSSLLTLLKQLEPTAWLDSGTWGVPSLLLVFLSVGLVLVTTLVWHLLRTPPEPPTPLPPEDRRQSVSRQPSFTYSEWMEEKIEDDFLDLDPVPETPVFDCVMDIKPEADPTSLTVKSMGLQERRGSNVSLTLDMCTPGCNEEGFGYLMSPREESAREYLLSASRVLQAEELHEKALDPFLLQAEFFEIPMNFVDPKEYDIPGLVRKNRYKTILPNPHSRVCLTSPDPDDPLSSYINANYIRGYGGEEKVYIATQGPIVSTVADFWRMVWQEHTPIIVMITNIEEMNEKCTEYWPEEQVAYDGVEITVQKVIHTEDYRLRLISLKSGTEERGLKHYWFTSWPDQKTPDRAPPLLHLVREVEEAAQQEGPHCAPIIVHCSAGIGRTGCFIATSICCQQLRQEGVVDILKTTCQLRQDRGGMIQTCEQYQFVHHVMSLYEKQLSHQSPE
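material = STEP tyrosine phosphatase | reagent = fluorogenic phosphatase substrate OMFP at 25 µM final | doses = single compound dose of 20 µM, 1% DMSO final | schedule = 20 min reaction, room temperature, in the dark | measured by = fluorescence, 480/540 nm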
CendR NRP1 mod = modulators of CendR peptide binding to human neuropilin-1. AID 602438. FAM-RPARPAR peptide binding to NRP-1, fluorescence polarization. inhibition, % at 25 µM. 360,000 tested, 0.85% active;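 active = inhibition or corrected inhibition above about 18%, plus a signal ratio from 0.5 to 1.5, limit read from the data, passing the limit was not always enough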; also: strong numbers were not always called active
MsrA inhibitor = inhibitors of bovine MsrA; 360,000 tested, 0.75% active; inhibition, % at 15.5 µM; purified bovine MsrA, absorbance read-out; in the data active = inhibition above about 4.5%;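 also: 0% = vehicle wells with enzyme and 100% = reference inhibitor wells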
E coli Lon inh = inhibits E. coli Lon protease. P0A9M0. purified E. coli Lon protease, fluorescence polarization. inhibition, % at 7.94 µM. 360,000 tested, 0.42% active; in the data active = inhibition above about 13%, passing the limit was not always enough;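 also: 0% = enzyme with probe and DMSO and 100% = no enzyme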
MsrA act = bovine methionine sulfoxide reductase A activation. purified bovine MsrA, absorbance read-out. activation, % at 10.6 µM. 360,000 tested, 0.3% active. AID 602163; in the data active = activation above about 7.5%;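 also: 0% = vehicle and 100% = reference activator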
Starred values were filed as active, the others as inactive; / = no result given.

no.	SMILES	SUMO1 PPI mod	DNMT1 block	Scp1 inh	Tb MetRS inh	LMPTP block	STEP block	CendR NRP1 mod	MsrA inhibitor	E coli Lon inh	MsrA act
1	O=C(OC(C(=O)NCc1ccc2c(c1)OCO2)c1ccncc1)c1ccc(Cl)nc1 (centres undefined)	-2	-1	3	0.0	-0.3	-2	3	0.7	-5	-8
2	CCCCNC(=O)CSc1nnc(Cc2ccc(Cl)c(Cl)c2)c(=O)[nH]1	16	1	6	-0.2	0.2	5	-12	-0.8	3	-2
3	CCOc1cc(/C=C2/C(=N)N3OC(C)=CC3=NC2=O)ccc1OCCOc1ccccc1	-11	0	-5	-1.1	1.3	1	-5	-1.2	-13	-6
4	NC(=O)c1oc2ccccc2c1NC(=O)c1ccco1	-12	0	-12	-0.1	-0.3	-2	-2	-0.5	-7	-2
5	CCN1CCN(C(=O)c2ccc(OCC(=O)Nc3ccc(F)cc3)c(OC)c2)CC1	-1	2	-1	-0.6	0.3	-1	6	2.0	-6	-6
6	O=C(Cn1ccc(C(F)(F)F)n1)N/N=C/c1ccc2c(c1)OCO2	-6	5	-4	-0.7	-2.3	-3	-1	1.7	4	-15
7	Cc1ccc(-c2csc(/C=C3\SC(C)C(=O)N3CC(=O)Nc3ccccc3F)n2)cc1 (centres undefined)	1	17	-5	-0.2	2.4	4	-9	-1.0	-7	-1
8	CC1CCCCC1NC(=O)C1CCN(C(=O)c2sccc2-n2cccc2)CC1 (centres undefined)	4	-1	-7	0.3	-2.4	-1	-4	-0.9	-6	0
9	CCCn1c(SCC(=O)NCCc2ccccc2)nnc1-c1cccnc1	4	2	-2	0.0	0.0	-2	6	0.4	-4	-1
10	O=C(Nc1nccs1)c1ccc(Br)o1	4	0	-8	-0.5	-0.7	2	-4	1.8	-8	-4
11	C=CCn1cnc2scc(-c3ccccc3)c2c1=O	0	3	-18	-0.1	-2.6	7	9	1.3	-8	-1
12	CCOCCCNS(=O)(=O)c1ccc2c(c1)oc(=O)n2CC(=O)OCC	0	-1	-4	1.1	-0.8	-2	-24	-1.3	-6	-2
13	Cc1ccc(NC(=O)Cn2c(=O)c3cccn3c3ccccc32)cc1	-6	27	-6	0.9	0.2	0	8	-0.3	-16	-2
14	CS(=O)(=O)N1CCN(c2ccc(NC(=O)CSc3ccc(Cl)cc3)cc2)CC1	-6	2	-7	-0.4	-1.8	3	3	0.1	-2	-4
15	CCOc1ccc(NC(=O)CN(c2ccc(OCC)cc2)S(=O)(=O)c2c(C)[nH]c(=O)[nH]c2=O)cc1	17	-4	-10	-0.2	0.4	-1	-16	-0.1	-1	-3
16	COc1ccccc1Cn1c(C(C)C)nc2ccccc21	-2	3	13	-0.4	4.8	-2	0	-0.2	-3	-2
17	CCCCC1=CC2=CC(=O)C(C)(OC(=O)C3CCCC3)C(=O)C2=CO1 (centres undefined)	6	14	4	-0.3	-0.1	-3	-93	2.9	-26	-5
18	CCN(C(=O)CSc1nc2cc(Cl)ccc2c(=O)n1CC(C)C)C1CCS(=O)(=O)C1 (centres undefined)	-2	5	-5	-0.5	-1.0	0	-10	1.7	-4	-2
19	CCCN(CCC)CCCNC(=O)c1cc2c(-c3ccc(OC)c(OC)c3)nn(C)c2s1	14	-3	1	-0.8	3.8	4	4	2.3	-2	0
20	NC(=O)c1cc(C(N)=O)nc(Cl)n1	-23	2	-4	0.2	-1.2	-2	-2	-0.6	6	-2
21	C/C=C/C(=O)N1CC2(CC(c3cccc(NC(=O)CC)c3)=NO2)C[C@H]1C(N)=O (some centres undefined)	6	2	4	-0.3	-3.2	-2	20	-0.9	-3	-9
22	O=C(CCc1nnc(Cc2c[nH]c3ccccc23)o1)NCC1CC12CCCCC2 (centres undefined)	0	17	1	4.5	-0.7	2	-4	-1.1	7	-12
23	COc1ccc(C)cc1NC(=O)NCc1ccccn1	2	0	12	0.2	-0.9	-3	13	-1.4	-4	-3
24	COc1cc(C)nc(NC(=O)COc2ccc(Cl)cc2C)n1	-1	1	2	-0.8	-2.2	-7	-1	-0.2	-14	1
25	CC1OC2(C)OC(=N)C1(C#N)C(C#N)(C#N)C2c1ccccc1 (centres undefined)	-10	-7	4	-0.1	-0.7	-4	-25	0.7	15*	-3
26	Nc1c(-c2ccccc2Cl)cnn1-c1cccc([N+](=O)[O-])c1	-28	1	-4	-0.5	1.4	0	-2	-0.4	-5	1
27	CC(=O)c1ccc(S(=O)(=O)NCC2(N3CCOCC3)CCCCC2)cc1	6	-2	-5	-0.4	-0.6	-6	-4	0.8	-1	-1
28	Nc1nc(-c2ccccc2)cc(-c2ccccc2O)n1	-1	-1	0	-0.8	2.2	-1	-12	1.2	9	-10
29	COc1ccc(CC2(C)OC(c3ccc([N+](=O)[O-])cc3)=NN2C(C)=O)cc1 (centres undefined)	-32	0	-17	-0.8	0.2	0	5	0.3	8	-6
30	CSc1ccc(CN2CCC2(C)C(=O)NCc2ccc3c(c2)OCO3)cc1 (centres undefined)	-3	0	/	-0.1	-0.1	1	2	2.0	-5	-2
31	COc1ccc2c3c([nH]c2c1)C1CC2C(CC(O)C(OC)C2CO)CN1CC3 (centres undefined)	5	-2	-4	0.7	1.4	0	-16	-0.3	-7	-3
32	CCN(C(=O)CSc1nnc(-c2ccc(F)cc2)c2ccccc12)C1CCS(=O)(=O)C1 (centres undefined)	-4	-3	-3	-0.5	1.0	2	-9	1.2	17	-4
33	CC(C)=CC(=O)OCC(=O)NC(=O)NC(C)(C)C	1	6	-4	-0.9	-0.5	-10	7	-1.2	5	-9
34	CSc1ccccc1C(=O)OCC(=O)NC1CCS(=O)(=O)C1 (centres undefined)	-1	1	-3	0.3	0.2	2	3	0.4	-17	-2
35	CCOC(=O)c1nc(Nc2ccc(C)cc2)c2ccccc2n1	-18	2	-3	-2.8	-1.5	8	4	3.1	-12	-14
36	COc1ccccc1C1SCCN1S(C)(=O)=O (centres undefined)	2	0	3	-1.5	-2.0	3	-4	0.2	-8	-5
37	CCOc1ccc(N2C(=O)CC(Sc3nc4ccc(OCC)cc4s3)C2=O)cc1 (centres undefined)	-4	-5	1	0.4	0.5	6	13	-0.2	2	0
38	COCCC(=O)Nc1ccc2c(c1)CN(C(=O)CCOC)CC2	3	7	1	-0.8	0.3	-1	-8	0.7	8	-9
39	CCOC(=O)c1ccc(NC(=O)CCNC(=O)c2ccc([N+](=O)[O-])cc2)cc1	-26	-2	-8	-0.3	-0.7	1	1	2.2	-5	-6
40	Cc1cccc(C)c1NC(=O)CSc1nnc(NC(=O)C2CC2)s1	-6	6	-3	0.0	-1.6	1	6	0.5	-4	-1

Some of the entries above, reformatted:
30. CSc1ccc(CN2CCC2(C)C(=O)NCc2ccc3c(c2)OCO3)cc1 (centres undefined)
31. COc1ccc2c3c([nH]c2c1)C1CC2C(CC(O)C(OC)C2CO)CN1CC3 (centres undefined)
32. CCN(C(=O)CSc1nnc(-c2ccc(F)cc2)c2ccccc12)C1CCS(=O)(=O)C1 (centres undefined)
33. CC(C)=CC(=O)OCC(=O)NC(=O)NC(C)(C)C
34. CSc1ccccc1C(=O)OCC(=O)NC1CCS(=O)(=O)C1 (centres undefined)
assay / compound,30,31,32,33,34
SUMO1 PPI mod,-3,5,-4,1,-1
DNMT1 block,0,-2,-3,6,1
Scp1 inh,/,-4,-3,-4,-3
Tb MetRS inh,-0.1,0.7,-0.5,-0.9,0.3
LMPTP block,-0.1,1.4,1.0,-0.5,0.2
STEP block,1,0,2,-10,2
CendR NRP1 mod,2,-16,-9,7,3
MsrA inhibitor,2.0,-0.3,1.2,-1.2,0.4
E coli Lon inh,-5,-7,17,5,-17
MsrA act,-2,-3,-4,-9,-2

2 of the compounds above, in transposed form.
21. C/C=C/C(=O)N1CC2(CC(c3cccc(NC(=O)CC)c3)=NO2)C[C@H]1C(N)=O (some centres undefined)
29. COc1ccc(CC2(C)OC(c3ccc([N+](=O)[O-])cc3)=NN2C(C)=O)cc1 (centres undefined)

Screen / compound no.	21	29
SUMO1 PPI mod	6	-32
DNMT1 block	2	0
Scp1 inh	4	-17
Tb MetRS inh	-0.3	-0.8
LMPTP block	-3.2	0.2
STEP block	-2	0
CendR NRP1 mod	20	5
MsrA inhibitor	-0.9	0.3
E coli Lon inh	-3	8
MsrA act	-9	-6

New compounds follow:
no.	SMILES	SUMO1 PPI mod	DNMT1 block	Scp1 inh	Tb MetRS inh	LMPTP block	STEP block	CendR NRP1 mod	MsrA inhibitor	E coli Lon inh	MsrA act
41	CN(C)CCNc1ncnc2c1ncn2[C@H]1CN(Cc2ccc(F)cc2)C[C@@H](CO)O1	8	-1	/	-0.1	0.0	0	-2	-0.9	-15	0
42	CCOC(=O)c1sc(N)c(C(=O)OCC)c1C	1	-3	-7	-0.4	1.4	2	9	0.9	-1	-3
43	CC(=O)Oc1ccc2nc(-c3ccc(Br)o3)oc(=O)c2c1	-7	2	-8	-0.4	-1.0	-2	-6	0.4	14	-1
44	Cc1cc(Br)cn2c(Cc3ccccc3C(F)(F)F)c(-c3ccccc3)nc12	-7	/	/	-0.8	3.2	/	0	0.2	-2	-3
45	CCOC(=O)C1=C(COC(=O)c2ccccc2OC)NC(=O)NC1C (centres undefined)	1	2	3	-0.6	0.5	2	-8	-1.3	-4	-4
46	O=C(Nc1ccccc1O)/C(=C\c1ccccc1)NC(=O)c1ccccc1	2	3	8	-1.7	-0.4	-3	15	-1.3	-5	-13
47	CC(C)c1ccc(/C=C/C(=O)n2nnc3ccccc32)cc1	-2	3	-6	-1.3	2.0	2	-2	-0.2	8	-5
48	C=CCn1ccc(=O)nc1SC	3	1	12	-0.1	-1.6	0	-4	-1.4	3	-8

Taken from above.
Under SUMO1 PPI mod, entry 46 has the entry 2
Under MsrA inhibitor, entry 40 has the entry 0.5
Under STEP block, entry 3 has the entry 1
Under SUMO1 PPI mod, entry 8 has the entry 4
Under Scp1 inh, entry 12 has the entry -4

High-throughput results as filed in PubChem.
